Source: PubChem
HCV inh – inhibitors of hepatitis C virus infection. Huh7.5.1 HCVcc-Cre infection, luciferase reporter, 44 h. Potency, µM (doses to about 41.8 µM), inactives show top-dose activity change, negative = inhibition, usual class: inhibitors. actives 3.4% (n = 340,000). AID 651820; further: potency means the concentration at half of the fitted maximal effect; on the % scale 0 is the no-effect control and ±100 the full control effect
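After 44 h co-culture of compound, cells and HCVcc-Cre (~0.5 moi), substrate is added for 15 min at room temperature and luciferase measured over 15 sec. Cells were seeded at 1,000/well and pre-cultured 4 h.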
CHX counter – affects cycloheximide protein synthesis inhibition readout, counter-screen | cell reporter, cycloheximide protein synthesis inhibition counterscreen | max response, % | actives 12% (n = 300,000) | AID 2314; in the data active means max response mostly above about 13%, no sharp cut-off; inactive means mostly below about 14%; further: read at 38.3 µM for the half of the compounds with a filed dose; 0% is about no effect
Pf growth 48h – inhibits P. falciparum growth in the first generation, 48 h; P. falciparum luciferase growth in erythrocytes, 48 h; Potency, µM (top dose mostly 28.7 µM), for the others: top-dose activity change, negative = inhibition, most hits filed as inhibitors; actives 5.9% (n = 310,000); further: potency means the concentration at half of the fitted maximal effect; on the % scale 0 is the no-effect control and ±100 the full control effect
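Erythrocytes infected with P. falciparum carrying an integrated firefly luciferase reporter (2% hematocrit, 0.1% parasitemia final) were exposed to compounds in RPMI 1640 with 0.5% Albumax at 37 C, 5% CO2. Growth inhibition was scored as reduced luminescence.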
FBPA Giardia inh – inhibitors of Giardia lamblia fructose-1,6-bisphosphate aldolase; A8B2U2; AID 2451; Potency, µM (highest dose often 59.6 µM), for inactives: at the highest dose activity, negative = inhibition, hits mostly inhibitors; purified Giardia FBPA; actives 0.71% (n = 290,000); further: potency means the concentration at half of the fitted maximal effect; on the % scale 0 is the no-effect control and ±100 the full control effect; nearly all actives have a fitted effect of over 55% in size
Target sequence (A8B2U2 whole entry, looked up): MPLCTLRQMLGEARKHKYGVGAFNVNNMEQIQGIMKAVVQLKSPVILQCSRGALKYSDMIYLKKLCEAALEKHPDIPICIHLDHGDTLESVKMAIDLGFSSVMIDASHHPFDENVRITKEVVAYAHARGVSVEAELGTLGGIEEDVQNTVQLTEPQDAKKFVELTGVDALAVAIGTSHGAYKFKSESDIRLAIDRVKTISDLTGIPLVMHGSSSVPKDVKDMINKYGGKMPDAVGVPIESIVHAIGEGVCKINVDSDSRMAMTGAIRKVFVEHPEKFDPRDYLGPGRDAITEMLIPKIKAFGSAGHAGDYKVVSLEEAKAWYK
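Giardia FBPA (40 nM reagent) was preincubated 10 min at RT with compound (up to 57.5 uM final), then substrate plus GAPDH/TPI/NAD/arsenate coupling system with diaphorase/resazurin was added; resorufin fluorescence (525/598 nm) was read after 20 min.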
Shiga inhibitor – blocks Shiga toxin action in Vero cells. actives 9.2% (n = 290,000). Vero cells, Shiga toxin protein synthesis inhibition reporter. inhibition, % at 38.7 µM; in the data active means inhibition mostly above about 28%, no sharp cut-off; inactive means mostly below about 43%; further: 0% is about no effect
Pf growth 96h – P. falciparum growth inhibition at 96 hour, primary screen for plastid delayed-death inhibitors | P. falciparum luciferase reporter growth, 96 h | Potency, µM (doses to about 28.7 µM), without a hit: at the top dose activity change, negative = inhibition, hits mostly inhibitors | actives 6.9% (n = 320,000) | AID 504834; further: potency means the concentration at half of the fitted maximal effect; on the % scale 0 is the no-effect control and ±100 the full control effect
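Readout is luminescence from an integrated firefly luciferase in P. falciparum. Red cells, 2% hematocrit and 0.05% parasitemia final, were cultured with compound through two parasite generations (96 hours) at 37 C, 5% CO2.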
The depositor's hits bear a star; [ ] = dose if it differs, or a comment. Unless noted, the call rests on the fitted dose curve; in most records, active means well fitted curve in the direction sought with a large enough effect; inconclusive means small, poorly fitted or top-dose-only effect, or another doubt; inactive means no such curve, though single readings can be large; an effect the other way counts as inactive or inconclusive.

How did COCCCn1c(SCC(=O)Nc2cccc(C(=O)OC)c2)nnc1-c1ccncc1 do in these assays?
HCV inh: 6%; CHX counter: -2; Pf growth 48h: 10%; FBPA Giardia inh: 3%; Shiga inhibitor: -10; Pf growth 96h: inconclusive

Results for CCOC(=O)c1ccccc1NC(=O)Cc1sc(-c2cccnc2)nc1-c1ccc(C)cc1 ?
HCV inh: -27%; CHX counter: -3; Pf growth 48h: 4.1µM*; FBPA Giardia inh: -4%; Shiga inhibitor: -2; Pf growth 96h: 2.6µM*

How did CN1C(=O)CC(N2CCN(c3ccc(Cl)cc3)CC2)C1=O (stereo unspecified) do in these assays?
HCV inh: 23%; CHX counter: 7; Pf growth 48h: 4%; FBPA Giardia inh: -2%; Shiga inhibitor: 8; Pf growth 96h: 59%[activator]

What do the screens show for `CCOC(=O)C1=C(N)N(c2ccccc2)C(=O)C1`?
HCV inh: -1%; CHX counter: -3; Pf growth 48h: 17%; FBPA Giardia inh: 3%; Shiga inhibitor: -25

What do the screens show for `COc1ccc(-c2[nH]ncc2CN(C)Cc2cccnc2)c(OC)c1`?
HCV inh: 16%; CHX counter: 1; Pf growth 48h: 14%; FBPA Giardia inh: 3%; Shiga inhibitor: -5; Pf growth 96h: inconclusive

How did COc1ccc([C@H]2CC(=O)C=C(c3ccccc3C(F)(F)F)C2)cc1 do in these assays?
HCV inh: inconclusive; Pf growth 48h: inconclusive; Pf growth 96h: inconclusive

How did CCCN1C(=O)C2C(C(=O)Nc3cccc(OC)c3)C3C=CC2(O3)C1C(=O)NC1CCCCC1 (stereo unspecified) do in these assays?
HCV inh: 24%; CHX counter: -4; Pf growth 48h: -27%; FBPA Giardia inh: 5%; Shiga inhibitor: -5; Pf growth 96h: 61%[activator]

What do the screens show for `CCn1c(-c2ccccc2)c(C(=O)CCl)c2ccccc21`?
HCV inh: 8.9µM*; CHX counter: 8; Pf growth 48h: 0%; FBPA Giardia inh: 8%; Shiga inhibitor: -2; Pf growth 96h: inconclusive

Results for CCOc1nc(Nc2ccc(OC)cc2)nc(OCC)n1 ?
HCV inh: inconclusive; CHX counter: -3; Pf growth 48h: -12%; FBPA Giardia inh: 1%; Shiga inhibitor: -7

How did O=C(Cn1nc(C(F)(F)F)c2c1CCC2)NC1CCCCC1 do in these assays?
HCV inh: 7%; CHX counter: -1; Pf growth 48h: -7%; FBPA Giardia inh: 1%; Shiga inhibitor: -18; Pf growth 96h: inconclusive

Results for CCOc1ccc(NC(=O)c2cc3c(=O)n(C)c4ccccc4c3n2C)cc1 ?
HCV inh: 16%; CHX counter: 5; FBPA Giardia inh: 8%; Shiga inhibitor: 14; Pf growth 96h: inconclusive

What do the screens show for `CC(C)n1c2ccccc2c2cc([N+](=O)[O-])ccc21`?
HCV inh: 8.9µM*; CHX counter: -3; Pf growth 48h: inconclusive; FBPA Giardia inh: -2%; Shiga inhibitor: -9; Pf growth 96h: 4.7µM*

How did COc1ccc(/C=N/OCC(=O)N(Cc2ccc(OC)cc2)c2ccccc2C(=O)O)cc1 do in these assays?
HCV inh: 13%; CHX counter: 1; Pf growth 48h: 3%; FBPA Giardia inh: 26%; Shiga inhibitor: -11; Pf growth 96h: 5%

What do the screens show for `Cc1nc(S(=O)(=O)N(C)Cc2ccccc2)c(C#N)c(C)c1Cl`?
HCV inh: 17%; CHX counter: -4; Pf growth 48h: -5%; FBPA Giardia inh: 5%; Shiga inhibitor: 2; Pf growth 96h: 7%

What do the screens show for `COc1ccc(NC(=S)N(CCCOC(C)C)C2CCN(C(C)=O)CC2)cc1Cl`?
HCV inh: 14%; CHX counter: -2; Pf growth 48h: -29%; FBPA Giardia inh: -2%; Shiga inhibitor: -1; Pf growth 96h: 7%

What do the screens show for `O=C(NCC(c1cccs1)N1CCOCC1)c1ccc(Cl)nc1` (stereo unspecified)?
HCV inh: 8%; Pf growth 48h: 14%; Pf growth 96h: 19%

What do the screens show for `CCN(CC)S(=O)(=O)c1ccc(NCc2ccccn2)nc1`?
HCV inh: 9%; CHX counter: -1; Pf growth 48h: 23%; FBPA Giardia inh: 29%; Shiga inhibitor: -4; Pf growth 96h: 33%[activator]

What do the screens show for `Cc1ccc(OCCNC(=O)CNC(=O)c2ccc(C)cc2)cc1`?
HCV inh: 10%; CHX counter: -1; Pf growth 48h: 21%; Shiga inhibitor: -6; Pf growth 96h: 50%[activator]

Results for COc1ccc(CNCCC(c2ccc(OC)cc2)c2ccccc2OC)cc1 (stereo unspecified) ?
HCV inh: inconclusive; CHX counter: -3; Pf growth 48h: inconclusive; FBPA Giardia inh: 0%; Shiga inhibitor: -4; Pf growth 96h: inconclusive

What do the screens show for `Cc1ccc(C(=O)N2CCC(C(=O)NC3CCCC3)CC2)cc1`?
HCV inh: 19%; CHX counter: -2; Pf growth 48h: 22%; Shiga inhibitor: -5; Pf growth 96h: inconclusive

Results for c1ccc(C2Nc3ccccc3Oc3ccccc32)cc1 (stereo unspecified) ?
HCV inh: inconclusive; CHX counter: -3; Pf growth 48h: 10µM*; FBPA Giardia inh: -4%; Shiga inhibitor: 9; Pf growth 96h: 5.2µM*

How did O=S(=O)(c1ccccc1)n1cc(-c2ccccn2)c(N2CCOCC2)n1 do in these assays?
HCV inh: -2%; CHX counter: 1; Pf growth 48h: -30%; FBPA Giardia inh: 2%; Shiga inhibitor: -4; Pf growth 96h: inconclusive

What do the screens show for `CC(C)OC(=O)CSc1ncnc2c1cnn2-c1ccccc1`?
HCV inh: 12%; CHX counter: 1; FBPA Giardia inh: 6%; Shiga inhibitor: -4; Pf growth 96h: 87%[activator]

Results for Cc1ccc(SCc2cn3cc(Cl)ccc3n2)cc1 ?
HCV inh: -5%; CHX counter: 52*; Pf growth 48h: 62%[activator]; FBPA Giardia inh: -5%; Shiga inhibitor: 62*; Pf growth 96h: 79%[activator]

What do the screens show for `Cc1n[nH]c(=O)c2c(NC(=O)CSc3nn(-c4ccc(F)cc4)c(=S)s3)oc(C)c12`?
HCV inh: 1%; Pf growth 48h: 12%; Pf growth 96h: 10%

What do the screens show for `CCOC(=O)c1[nH]c(C)c(C(=O)Nc2ccc3c(c2)OCCO3)c1C`?
HCV inh: inconclusive; CHX counter: 48*; Pf growth 48h: inconclusive; FBPA Giardia inh: -17%; Shiga inhibitor: 52*; Pf growth 96h: -43%

Results for O=C(Nc1ccc2c(c1)OCO2)C1CC1(Cl)Cl (stereo unspecified) ?
HCV inh: -22%; Pf growth 48h: 34%[activator]; Pf growth 96h: 161%[activator]

What do the screens show for `CCC(=O)c1ccc(OCC(=O)OCC(=O)NCCC2=CCCCC2)cc1`?
HCV inh: -15%; Pf growth 48h: 10%; Pf growth 96h: -1%

How did COc1cc(C(=O)NCCSc2ccc(F)cc2)cc(OC)c1OC do in these assays?
HCV inh: -21%; CHX counter: 9; Pf growth 48h: -14%; FBPA Giardia inh: 1%; Shiga inhibitor: 19; Pf growth 96h: inconclusive

Results for COC(=O)c1cc2sc(Cl)cc2n1CC(=O)Nc1cccc(SC)c1 ?
HCV inh: inconclusive; CHX counter: 4; Pf growth 48h: 6%; FBPA Giardia inh: 1%; Shiga inhibitor: 47; Pf growth 96h: 0%

What do the screens show for `CC(C)(C)c1cc(Cc2ccccc2)[nH]n1`?
HCV inh: -3%; CHX counter: -1; Pf growth 48h: 23%; FBPA Giardia inh: 8%; Shiga inhibitor: 16; Pf growth 96h: 11%

How did CCCCCCSc1nc2c(c(=O)[nH]c(=O)n2C)n1C do in these assays?
HCV inh: 17%; CHX counter: -9; FBPA Giardia inh: 2%; Shiga inhibitor: -20; Pf growth 96h: 26%

What do the screens show for `CC1CC(C)CN(S(=O)(=O)c2cccc3nsnc23)C1` (stereo unspecified)?
HCV inh: 11%; CHX counter: -2; Pf growth 48h: -16%; Shiga inhibitor: 2; Pf growth 96h: 31%[activator]

Results for Cc1ccc(NC(=O)Nc2cccc(C)n2)cc1 ?
HCV inh: -20%; CHX counter: 49*; Pf growth 48h: 99%[activator]; FBPA Giardia inh: 7%; Shiga inhibitor: 103*; Pf growth 96h: 27%

Results for O=S(=O)(c1ccccc1)N1CN(Cc2ccc(F)cc2)c2nc3ccccc3nc21 ?
HCV inh: 3%; CHX counter: 20*; Pf growth 48h: inconclusive; FBPA Giardia inh: -4%; Shiga inhibitor: 46*; Pf growth 96h: inconclusive

How did CC(=O)C1=C(C)NC(=O)NC1/C=C/c1ccccc1 (stereo unspecified) do in these assays?
HCV inh: 2%; CHX counter: -4; Pf growth 48h: -10%; FBPA Giardia inh: 7%; Shiga inhibitor: -5; Pf growth 96h: inconclusive

What do the screens show for `COC(=O)C1(S(=O)(=O)c2ccc(C)cc2)CCOCC1`?
HCV inh: 30%[activator]; CHX counter: -3; Pf growth 48h: 16%; FBPA Giardia inh: -1%; Shiga inhibitor: 17; Pf growth 96h: inconclusive

What do the screens show for `CCOC(=O)C1=C(CSc2nc(CC)c(C)cc2C#N)OC(N)=C(C#N)C1c1ccc(OC)cc1` (stereo unspecified)?
HCV inh: inconclusive; CHX counter: -1; Pf growth 48h: inconclusive; FBPA Giardia inh: inconclusive; Shiga inhibitor: 15; Pf growth 96h: inconclusive

How did CC1SCC(=O)N(CC(=O)Nc2ccc3c(c2)OCCO3)C1=O (stereo unspecified) do in these assays?
HCV inh: 1%; CHX counter: 33*; Pf growth 48h: -33%[5.75 µM]; FBPA Giardia inh: 1%; Shiga inhibitor: 33; Pf growth 96h: 2%

Results for Cc1sc2nc(CN3CCOCC3)nc(NS(=O)(=O)c3cc(Cl)ccc3Cl)c2c1C ?
HCV inh: -10%; Pf growth 48h: inconclusive; Pf growth 96h: inconclusive

Results for COCCN(C(=O)COC(=O)/C=C/c1ccc2ccccc2n1)c1c(N)n(Cc2ccccc2)c(=O)[nH]c1=O ?
CHX counter: 11*; Pf growth 48h: inconclusive; FBPA Giardia inh: 9%; Shiga inhibitor: 36; Pf growth 96h: inconclusive

What do the screens show for `CCn1c(C)c(CCC(=O)O)c(=O)n2nc(-c3ccccc3OC)cc12`?
HCV inh: -6%; CHX counter: -2; Pf growth 48h: 8%; FBPA Giardia inh: 9%; Shiga inhibitor: 50; Pf growth 96h: -21%

Among those listed so far, 6 contain an NH in an aromatic ring:
What do the screens show for `COc1ccc(-c2[nH]ncc2CN(C)Cc2cccnc2)c(OC)c1`?
HCV inh: 16%; CHX counter: 1; Pf growth 48h: 14%; FBPA Giardia inh: 3%; Shiga inhibitor: -5; Pf growth 96h: inconclusive

What do the screens show for `Cc1n[nH]c(=O)c2c(NC(=O)CSc3nn(-c4ccc(F)cc4)c(=S)s3)oc(C)c12`?
HCV inh: 1%; Pf growth 48h: 12%; Pf growth 96h: 10%

What do the screens show for `CCOC(=O)c1[nH]c(C)c(C(=O)Nc2ccc3c(c2)OCCO3)c1C`?
HCV inh: inconclusive; CHX counter: 48*; Pf growth 48h: inconclusive; FBPA Giardia inh: -17%; Shiga inhibitor: 52*; Pf growth 96h: -43%

What do the screens show for `CC(C)(C)c1cc(Cc2ccccc2)[nH]n1`?
HCV inh: -3%; CHX counter: -1; Pf growth 48h: 23%; FBPA Giardia inh: 8%; Shiga inhibitor: 16; Pf growth 96h: 11%

How did CCCCCCSc1nc2c(c(=O)[nH]c(=O)n2C)n1C do in these assays?
HCV inh: 17%; CHX counter: -9; FBPA Giardia inh: 2%; Shiga inhibitor: -20; Pf growth 96h: 26%

Results for COCCN(C(=O)COC(=O)/C=C/c1ccc2ccccc2n1)c1c(N)n(Cc2ccccc2)c(=O)[nH]c1=O ?
CHX counter: 11*; Pf growth 48h: inconclusive; FBPA Giardia inh: 9%; Shiga inhibitor: 36; Pf growth 96h: inconclusive
